Compound activity as filed in PubChem.
NPSR antagonist: qHTS Assay for Antagonists of the Neuropeptide S Receptor: cAMP Signal Transduction. Q6W5P4. CHO-NPSR cells, cAMP TR-FRET, antagonist mode. Potency, µM (highest dose often 38.3 µM), inactives show at the top dose activity change, negative = inhibition, actives largely listed as inhibitors. 1% of 220,000 active. AID 1461, 2008; further: potency means the concentration at half of the fitted maximal effect; on the % scale 0 is the no-effect control and ±100 the full control effect; nearly all actives have a fitted effect of over 50% in size; many of its hits are not listed in these tables
Target sequence (Q6W5P4 whole entry, looked up): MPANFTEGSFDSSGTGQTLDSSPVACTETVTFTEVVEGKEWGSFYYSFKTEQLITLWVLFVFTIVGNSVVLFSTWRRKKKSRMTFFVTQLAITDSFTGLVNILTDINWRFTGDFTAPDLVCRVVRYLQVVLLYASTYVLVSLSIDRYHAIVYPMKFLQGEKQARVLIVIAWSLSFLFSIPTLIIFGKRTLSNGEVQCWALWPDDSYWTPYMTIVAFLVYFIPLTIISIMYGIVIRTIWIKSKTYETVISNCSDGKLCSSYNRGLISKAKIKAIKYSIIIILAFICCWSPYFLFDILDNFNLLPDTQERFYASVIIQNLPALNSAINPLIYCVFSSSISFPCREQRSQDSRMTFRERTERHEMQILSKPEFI
HTT aggregate: qHTS Multiplex Assay to Identify Dual Action Probes in a Cell Model of Huntington: Aggregate Formation (GFP); 1.1% of 220,000 active; PC12 HttQ103-GFP aggregates, Acumen cytometry, 40 h; Potency, µM (top dose mostly 46.1 µM), for inactives: at the top dose activity change, negative = inhibition, hits mostly inhibitors; further: potency means the concentration at half of the fitted maximal effect; on the % scale 0 is the no-effect control and ±100 the full control effect; nearly all actives have a fitted effect of over 60% in size
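Read-out: GFP aggregate count by laser scanning cytometer (488 nm excitation, 500-530 nm emission, 1–25 µm objects >6 SD above background). Cells: PC12, inducible HTTex1-Q103-GFP, 100 nM tebufenozide; compounds titrated.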
Epigenetic derep: Quantitative High-Throughput Screen for Regulators of Epigenetic Control | 0.2% of 280,000 active | AID 1865, 2009 | Potency, µM (series often up to 53.9 µM), inactives show at the highest dose GFP activation, most hits filed as activators | murine LDR cells, GFP reporter derepression, 30 h; further: potency means the concentration at half of the fitted maximal effect; % of control where 0% means no effect; nearly all actives have a fitted effect of over 60% in size
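Murine LDR cells bearing a silenced CMV-driven GFP reporter were exposed to compound for 30 h at 37 C. After PBS washes, GFP-positive cells (20-120 um objects) counted by laser-scanning microplate cytometry.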
CBFb-RUNX1 inh: qHTS Assay for Compounds Blocking the Interaction Between CBF-beta and RUNX1 for the Treatment of Acute Myeloid Leukemia; Runt-related transcription factor 1 (Homo sapiens) + Core-binding factor subunit beta …; Potency, µM (doses to about 59.8 µM), for the others: top-dose activity, negative = inhibition, actives largely listed as inhibitors; AlphaScreen CBFb-His/RUNX1-biotin binding, biochemical; 230,000 tested, under 10 active; AID 1477, 2009; further: % of control where 0% means no effect
Target sequence (Q01196 whole entry, looked up): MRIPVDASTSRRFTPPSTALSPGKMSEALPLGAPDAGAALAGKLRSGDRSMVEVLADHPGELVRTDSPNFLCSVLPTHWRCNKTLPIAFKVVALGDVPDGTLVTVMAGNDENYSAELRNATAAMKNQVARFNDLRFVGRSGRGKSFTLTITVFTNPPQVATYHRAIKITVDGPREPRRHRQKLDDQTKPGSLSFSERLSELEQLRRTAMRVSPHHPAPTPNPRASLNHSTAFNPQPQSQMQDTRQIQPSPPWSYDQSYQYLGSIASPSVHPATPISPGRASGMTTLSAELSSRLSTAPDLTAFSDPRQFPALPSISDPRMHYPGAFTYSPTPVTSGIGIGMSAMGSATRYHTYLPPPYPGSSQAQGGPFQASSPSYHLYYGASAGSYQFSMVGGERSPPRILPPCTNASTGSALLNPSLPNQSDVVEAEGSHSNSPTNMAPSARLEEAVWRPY
Target sequence (Q13951 whole entry, looked up): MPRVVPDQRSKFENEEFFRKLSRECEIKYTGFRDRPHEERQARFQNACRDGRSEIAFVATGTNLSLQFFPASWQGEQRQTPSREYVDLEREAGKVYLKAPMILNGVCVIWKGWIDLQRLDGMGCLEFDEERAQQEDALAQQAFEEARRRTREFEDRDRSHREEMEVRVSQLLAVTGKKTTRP
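Read-out: AlphaScreen. Format: His-CBF-beta with biotinylated RUNX1 (30 nM each) preincubated 20 min, compound 15 min, Ni-chelate plus streptavidin beads 90 min; room temperature throughout.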
IMPase Li cell: qHTS Assay for Identifying the Cell-Membrane Permeable IMPase Inhibitors: Potentiation with Lithium; CHO-M1 cells, IP1 TR-FRET (IP-One), carbachol + lithium; Potency, µM (top dose mostly 59.4 µM), for inactives: top-dose activity, negative = IMPase inhibition, usual class: inhibitors; 0.35% of 210,000 active;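 further: IP1 builds up when IMPase is blocked and the TR-FRET signal falls; potency means the concentration at half of the fitted maximal effect; plate controls were basal vehicle for no effect and high inhibitor control for full effect; nearly all actives have a fitted effect of over 50% in size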
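Lithium-sensitised IP1 accumulation assay; M1-expressing CHO cells treated 30 min at 37C with compound. Competitive antibody detection by time-resolved FRET followed a 10 min room-temperature lysis step.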
KinaseGlo FLuc: Counterscreen for Luciferase (Kinase-Glo TM) Inhibition | Luciferin 4-monooxygenase (Photuris pensylvanica), Q27757 | Kinase-Glo luciferase, ATP luminescence, 8 min | Potency, µM (series often up to 38.3 µM), inactives show at the highest dose activity change, negative = inhibition, hits mostly inhibitors | 0.28% of 200,000 active; further: potency means the concentration at half of the fitted maximal effect; on the % scale 0 is the no-effect control and ±100 the full control effect; nearly all actives have a fitted effect of over 60% in size
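Substrate mix (final 50 mM imidazole pH 7.2, 50 mM KCl, 7 mM MgCl2, 10 uM ATP, 0.01% Tween 20, 0.05% BSA) plus pin-tool compound, then Kinase-Glo detection mix; 8 min ambient, luminescence read.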
Lamin A splicing: qHTS Assay for Modulators of Lamin A Splicing; Potency, µM (highest dose often 46.1 µM), inactives show top-dose ratio change, negative = inhibition, hits mostly inhibitors; AID 1487, 2009; 0.01% of 200,000 active; HeLa LMNA splicing GFP/RFP minigene ratio, 48 h; active means well fitted inhibition curve with a large enough effect in the signal ratio, with a control signal flat, not every such curve was filed as active; inconclusive means small, poorly fitted or top-dose-only effect, or effect the other way, or a change in a side signal; the % refers to the signal ratio; further: potency means the concentration at half of the fitted maximal effect; on the % scale 0 is the no-effect control and ±100 the full control effect
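Read-out is the ratio of GFP to DsRed2 object intensity, acquired by 488 nm laser-scanning cytometry on HeLa lamin A-EGFP minigene reporter cells. Compound incubation 48 hrs at 37 °C in Opti-MEM with 2% FBS; DMSO 0.5% final.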
The depositor's hits bear a star; ? = inconclusive; . = not tested or not shown; & = joins results of further samples; [ ] = another dose, or the depositor's remark. Unless noted, the call rests on the fitted dose curve; in most records, active means well fitted curve in the direction sought with a large enough effect; inconclusive means small, poorly fitted or top-dose-only effect, or another doubt; inactive means no such curve, though single readings can be large; an effect the other way counts as inactive or inconclusive. An excerpt. The share of hits here may be higher or lower than overall.

item	Compound	HTT aggregate	IMPase Li cell	KinaseGlo FLuc	Lamin A splicing	NPSR antagonist	CBFb-RUNX1 inh	Epigenetic derep
1	COc1cc2[nH]c(=O)n(CCCCCC(=O)N3CCN(c4ccccc4)CC3)c(=O)c2cc1OC	27%	29%[38.3 µM]	-4%	?	?	2%	0.0%
2	COC(=O)C1CCN(C(=O)c2ccccc2NC(C)=O)CC1	6%	2%	7%	-4%	-18%[46.1 µM]	2%	-16%
3	CC(=O)n1nc(-c2cccc(C)c2)nc1SCC(=O)Nc1ccccc1	-18%	4%	-1%	-9%	21%[46.1 µM]	1%	-7.2%
4	C=CCn1c(-c2ccccc2)nc2nc3ccccc3nc21	24%[9.22 µM]	11%[38.3 µM]	6%	-2%	-22%[46.1 µM]	2%	5.4%
5	CCOC(=O)CSc1nc2c(sc3ccc([N+](=O)[O-])cc32)c(=O)n1Cc1ccco1	-7%	20%	-1%	17%	-11%	-6%	2.3%
6	CC1(c2nnc(-c3ccccc3)o2)CC(c2ccncc2)=NO1 (configuration not stated)	-16%[9.22 µM]	.	.	.	21%	3%	-1.9%
7	c1ccc(OCc2nn3c(-c4ccncc4)nnc3s2)cc1	?	-18%[38.3 µM]	-2%	8%	4%[46.1 µM]	8%	5.7%
8	Cn1c(CN2CCOCC2)nnc1SCC(N)=O	31%	-3%[38.3 µM]	0%	10%	5%[46.1 µM]	-2%	-1.2%
9	COc1cc(OC)c2ccc(=O)oc2c1C(CCN1CCCC(C)C1)c1ccc2c(c1)OCO2 (configuration not stated)	16%[9.22 µM]	.	.	.	-59%	-13%&5%	1.1%
10	COc1cccc(/C=N/N2C(=O)CSC2=S)c1O	10%	23%	-5%	?	8%	0%	1.1%
11	Cc1cc2ccccc2n1CCNCc1c(C(=O)N2CCOCC2)nc2ccccn12	8%[9.22 µM]	.	.	.	23%	-3%	?
12	NC(=O)C1CCN(c2ccc([N+](=O)[O-])cc2Cl)CC1	-3%	-6%	0%	-14%[9.22 µM]	7%	11%	0.2%
13	COC(=O)c1[nH]c2c(c1C)C(=O)CC(c1ccc(C)cc1)C2 (configuration not stated)	-11%	-5%[38.3 µM]	0%	7%	-20%[46.1 µM]	2%	0.0%
14	NS(=O)(=O)c1ccc(N2N=C(c3ccccc3)CC2c2cccc(F)c2)cc1 (configuration not stated)	?	-17%	-1%	?	-34%	7%	10%
15	O=C(OCCO)c1ccccc1O	.	0%	3%[39.9 µM]	.	.	19%	-0.9%
16	CC1CCN(CCC(=O)Nc2ccc3c(c2)OCCO3)CC1	0%	-3%	3%	.	14%	2%	1.1%
17	Cc1ccc(-n2[nH]c(C)c(C=Nc3ccc(C)cn3)c2=O)cc1	-18%	20%[38.3 µM]	-25%	-8%	-7%[46.1 µM]	-4%	-1.0%
18	COc1ccc(C(=S)N2CCC(C(N)=O)CC2)cc1Br	6%	-5%	2%	6%[46 µM]	3%	-2%	-1.6%
19	CCOC(=O)c1ccc(NC(=S)N(CCCN2CCCC(C)C2)Cc2ccco2)cc1 (configuration not stated)	7%	14%	-2%	8%	10%	-16%	0.0%
20	CS(=O)(=O)N(CC(=O)NCCSCc1ccco1)c1ccc(Cl)cc1	11%[9.22 µM]	3%	-3%	?	10%	3%	1.1%

Next section (four carried over from the part before).
item	Compound	HTT aggregate	IMPase Li cell	KinaseGlo FLuc	Lamin A splicing	NPSR antagonist	CBFb-RUNX1 inh	Epigenetic derep
17	Cc1ccc(-n2[nH]c(C)c(C=Nc3ccc(C)cn3)c2=O)cc1	-18%	20%[38.3 µM]	-25%	-8%	-7%[46.1 µM]	-4%	-1.0%
18	COc1ccc(C(=S)N2CCC(C(N)=O)CC2)cc1Br	6%	-5%	2%	6%[46 µM]	3%	-2%	-1.6%
19	CCOC(=O)c1ccc(NC(=S)N(CCCN2CCCC(C)C2)Cc2ccco2)cc1 (configuration not stated)	7%	14%	-2%	8%	10%	-16%	0.0%
20	CS(=O)(=O)N(CC(=O)NCCSCc1ccco1)c1ccc(Cl)cc1	11%[9.22 µM]	3%	-3%	?	10%	3%	1.1%
21	O=C1/C(=C\c2ccc(C(F)(F)F)cc2)CSc2sccc21	0%[9.22 µM]	.	.	.	45%	17%	0.4%
22	CC(C)CNC(=O)CSc1nc2scc(-c3ccccc3)c2c(=O)[nH]1	-5%	-18%	2%	?	-9%	-8%	-1.8%
23	CCOc1cc(/C=N/NC(=O)COc2ccc(C)cc2)ccc1OC(=O)c1cccs1	4%	6%[38.3 µM]	-1%	-2%	-15%[46.1 µM]	-10%	0.0%
24	Cc1nn(C(C)C(=O)O)c(=O)c2ccccc12 (configuration not stated)	0%[9.22 µM]	1%	0%	.	6%	0%	-1.0%
25	CCCCN(CCCC)CC(O)CN(c1cc([N+](=O)[O-])ccc1OC)S(=O)(=O)c1ccccc1 (configuration not stated)	-13%	12%	1%	?	-7%	-3%	-1.0%
26	O=[N+]([O-])c1cccc(CNC2CCCCCC2)c1	-6%[9.22 µM]	12%	2%	-3%[46 µM]	7%	3%	-2.6%
27	CCC(C)(C)n1nnnc1C(c1cc(OC)ccc1OC)N1CCN(Cc2ccccc2)CC1 (configuration not stated)	-6%[9.22 µM]	6%	-4%	-21%[46 µM]	-6%	-8%	4.5%
28	Cc1ccc(Nc2c(-c3ccc(C)o3)nc3cnccn23)cc1	5%	-5%[38.3 µM]	-4%	-18%	-20%[46.1 µM]	-1%	-1.0%
29	Cc1ccc(/C=N/Nc2cc(C)nc(N3CCOCC3)n2)cc1	-3%[9.22 µM]	.	.	.	-20%	10%	-1.4%
30	COc1ccc(C2NC(c3ccc(OC)cc3)C([N+](=O)[O-])C(C)(C)C2[N+](=O)[O-])cc1 (configuration not stated)	11%[9.22 µM]	15%	0%	.	1%	-2%	-0.1%
31	Cc1cc(NC(=O)CSc2nc3ccsc3c(=O)n2CCCCC(=O)O)no1	-9%	1%[38.3 µM]	7%	7%	-8%[46.1 µM]	1%	0.0%
32	Cc1ccc(-n2c([O-])nc(-[n+]3ccccc3)c2C=O)cc1	-5%	5%[38.3 µM]	-8%	-5%	-13%[46.1 µM]	0%	-2.0%
33	COC(=O)c1ccc(Oc2ccc3nncn3n2)cc1	-11%	5%	3%	-3%	16%[46.1 µM]	2%	-1.0%
34	CCOc1cc(-c2nc(C)c(C(C)=O)n2O)ccc1OCC(=O)Nc1cccc(C)c1	-2%	5%	-3%	12%[9.22 µM]	-30%	-3%	-1.1%
35	Cc1nn(-c2ccccn2)c2c1C(=O)CC(C)(C)C2Br (configuration not stated)	-4%[9.22 µM]	.	.	.	1%[7.67 µM]	-5%	1.4%
36	Cc1ccc(C)c(-n2cc(CN3CCCN(C=O)CC3)c(-c3ccccc3)n2)c1	7%	3%	1%	.	25%	-5%	?
37	Cn1c(=O)c2c(nc(Br)n2CC(=O)c2cccs2)n(C)c1=O	7%	-1%[38.3 µM]	-3%	3%	-12%[46.1 µM]	3%	0.7%
38	CCCCCC/C=C\CCCCCCCc1cccc(O)c1C(=O)O	.	13%	-4%	.	.	6%	1.1%
39	COc1cccc(CC(=O)Nc2ccccc2C(=O)N2CCOCC2)c1	-11%	-7%	0%	1%	13%	4%	-0.2%
40	Cc1noc2ncnc(Sc3ccc(Br)cc3)c12	?	4%	0%	.	-44%	0%	-0.3%

Down the list, from the results shown:
KinaseGlo FLuc for nos. 16 to 27: 3%, -25%, 2%, -2%, -3%, ., 2%, -1%, 0%, 1%, 2%, -4%
Lamin A splicing for nos. 16 to 27: ., -8%, 6%[46 µM], 8%, ?, ., ?, -2%, ., ?, -3%[46 µM], -21%[46 µM]

Other structures.
item	Compound	HTT aggregate	IMPase Li cell	KinaseGlo FLuc	Lamin A splicing	NPSR antagonist	CBFb-RUNX1 inh	Epigenetic derep
41	O=C(c1cccs1)N1CCN(Cc2cccnc2)CC1	-1%	.	.	1%	7%[46.1 µM]	-4%	-6.6%
42	CCN(CC)CCN1C(=O)C(=O)/C(=C(/O)c2c(C)[nH]c(C(=O)OC)c2C)C1c1ccccc1OC (configuration not stated)	?	15%[38.3 µM]	1%	?	-11%[46.1 µM]	4%	2.3%
43	Cc1ccc2nc(N/N=C/c3ccco3)cc(C)c2c1	8%[9.22 µM]	15%	-3%	?	20%	-16%	-2.1%
44	COc1ccc(S(=O)(=O)Nc2cccnc2)c(Cl)c1Cl	2%[9.22 µM]	5%	-4%	?	10%	6%	0.0%
45	Cc1ccc(Nc2nc3ccccc3n3nnnc23)cc1	?	-11%	-4%	.	-10%	0%	13%
46	c1ccc(Nc2nc(-c3ccncc3)cs2)nc1	-11%	21%[38.3 µM]	-26%	?	-23%[46.1 µM]	1%	-1.0%
47	CC1CCN(C(=O)C2CCC(C)(C(=O)O)C2(C)C)CC1 (configuration not stated)	4%	-2%	0%	8%	7%	-5%	2.3%
48	CCOC(=O)C(=CNc1cccc(N)n1)C(=O)OCC	13%	5%[38.3 µM]	-3%	-6%	5%[46.1 µM]	6%	-1.1%
